Arr AP2 block: blocks beta-arrestin peptide binding to AP2 adaptin; FITC-arrestin peptide / GST-AP2 beads, flow cytometry; AP2 beta2 appendage carries R879A mutation; actives 0.31% (n = 340,000); inhibition, % at 10 µM;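 active = inhibition above a set limit, near 3 SD of compounds lacking own fluorescence, cut at about 54% in these data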;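 note: plate controls were DMSO wells for no effect and 5 µM unlabelled arrestin peptide for full effect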
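system = GST-tagged AP2 beta2-adaptin appendage (R879A) on 4 µm glutathione beads | reagent = FITC-labelled arrestin peptide probe, 50 nM final | schedule = compound with beads 12 min RT, then probe 1 h RT | signal = HyperCyt-sampled flow cytometry, FL1 channel, ex 488/em 535 nm | read-out = percent response from loss of bead-bound FITC fluorescence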
DAGLB inhibitor: diacylglycerol lipase beta (human) inhibition; AID 504411; HEK293T DAGLB membrane lysate, EnzChek fluorogenic substrate; inhibition, % at 5.17 µM; actives 0.059% (n = 340,000); in the data active = inhibition above about 34%;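 note: 0% = enzyme with vehicle and 100% = wells lacking enzyme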
PvdQ inh: P. aeruginosa PvdQ acylase inhibition; purified PvdQ acylase, fluorescence plate reader; inhibition, % at 10 µM; actives 0.063% (n = 340,000); AID 488965; in the data active = inhibition above about 30%, passing the limit was not always enough;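 note: 0% = vehicle neutral wells and 100% = reference inhibitor wells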
SR-BI HDL uptake: mouse SR-BI HDL lipid transfer inhibition | ldlA[mSR-BI] CHO cells, DiI-HDL uptake fluorescence, 3 h | inhibition, % at 12.5 µM | Q61009 | actives 0.96% (n = 320,000);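 active = mean replicate inhibition of at least 70% and a set share of replicates each scoring 70 or more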;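 note: 0% = median of neutral control wells and 100% = median of positive control wells; values of inactives mirror those of a sister screen read the other way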
Target sequence (Q61009 whole entry, looked up): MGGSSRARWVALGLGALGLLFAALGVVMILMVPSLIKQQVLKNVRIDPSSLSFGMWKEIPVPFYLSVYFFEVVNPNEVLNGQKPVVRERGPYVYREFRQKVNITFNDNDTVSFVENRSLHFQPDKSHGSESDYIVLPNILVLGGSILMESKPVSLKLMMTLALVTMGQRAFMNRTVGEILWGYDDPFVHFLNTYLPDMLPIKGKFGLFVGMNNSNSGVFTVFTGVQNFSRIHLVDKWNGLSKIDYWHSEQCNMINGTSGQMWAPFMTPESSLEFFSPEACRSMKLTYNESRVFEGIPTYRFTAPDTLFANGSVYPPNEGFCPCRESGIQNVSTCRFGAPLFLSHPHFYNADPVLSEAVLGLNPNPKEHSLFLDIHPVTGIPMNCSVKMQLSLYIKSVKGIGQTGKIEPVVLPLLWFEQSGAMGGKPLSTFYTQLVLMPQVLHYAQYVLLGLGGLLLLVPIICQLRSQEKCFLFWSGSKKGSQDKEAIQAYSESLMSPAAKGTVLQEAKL
SR-BI DiI-HDL act: activators of SR-BI mediated HDL lipid uptake; CHO ldlA[mSR-BI] cells, DiI-HDL uptake fluorescence, 3 h; 100 = double the neutral-control signal; activation, % at 12.5 µM; actives 0.096% (n = 320,000);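 active = mean replicate activation of at least 60% and every replicate at or above 60%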;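 note: 0% = median plate neutral-control signal and 100% = twice that signal; values of inactives mirror those of a sister screen read the other way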
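system = CHO ldlA[mSR-BI] cells, LDL receptor-null, SR-BI overexpressing | medium = Ham's F12 with 0.5% BSA, HEPES 25 mM, pH 7.4 | probe or stimulus = DiI-HDL 10 µg/mL | compound dosing = single-point compound dose | incubation = compound exposure 3 h, 37 °C | technique = DiI fluorescence, bottom read | read-out = cell-associated DiI fluorescence as measure of HDL uptake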
NSD2 inh: NSD2 (human) methyltransferase inhibition | actives 0.54% (n = 310,000) | AID 743445 | NSD2 peptide methylation, AlphaScreen, 120 min | inhibition, % at 12.5 µM; in the data active = inhibition above about 50%
PKA-R2B activ: activates the human PKA-R2B holoenzyme complex; P22694+P31323; PKA-R2B holoenzyme dissociation, Cy5-IP20 fluorescence polarization; R2B truncated from residue 108, S112A mutant; 0% DMSO only, 100% 113 µM cGMP; activation, % at 11.4 µM; actives 0.079% (n = 340,000); AID 504700;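 active = activation above a cutoff set at the mean over all compounds plus 3 SD, cut at about 18% in these data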;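 note: higher means more holoenzyme dissociation and a rise in polarization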
Keap1-Nrf2 PPI: inhibitors of human Keap1-Nrf2 protein-protein interaction; Q14145; Keap1 Kelch-Nrf2 peptide fluorescence polarization, 1536-well; inhibition, % at 9.4 µM; actives 0.15% (n = 340,000); in the data active = inhibition above about 12%;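 note: human Keap1 Kelch domain with fluorescein labeled Nrf2 9mer peptide probe; 0% = neutral control wells and 100% = peptide positive control; higher means more block of Keap1 binding to Nrf2 peptide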
Target sequence (Q14145 whole entry, looked up, the tested form may be a part): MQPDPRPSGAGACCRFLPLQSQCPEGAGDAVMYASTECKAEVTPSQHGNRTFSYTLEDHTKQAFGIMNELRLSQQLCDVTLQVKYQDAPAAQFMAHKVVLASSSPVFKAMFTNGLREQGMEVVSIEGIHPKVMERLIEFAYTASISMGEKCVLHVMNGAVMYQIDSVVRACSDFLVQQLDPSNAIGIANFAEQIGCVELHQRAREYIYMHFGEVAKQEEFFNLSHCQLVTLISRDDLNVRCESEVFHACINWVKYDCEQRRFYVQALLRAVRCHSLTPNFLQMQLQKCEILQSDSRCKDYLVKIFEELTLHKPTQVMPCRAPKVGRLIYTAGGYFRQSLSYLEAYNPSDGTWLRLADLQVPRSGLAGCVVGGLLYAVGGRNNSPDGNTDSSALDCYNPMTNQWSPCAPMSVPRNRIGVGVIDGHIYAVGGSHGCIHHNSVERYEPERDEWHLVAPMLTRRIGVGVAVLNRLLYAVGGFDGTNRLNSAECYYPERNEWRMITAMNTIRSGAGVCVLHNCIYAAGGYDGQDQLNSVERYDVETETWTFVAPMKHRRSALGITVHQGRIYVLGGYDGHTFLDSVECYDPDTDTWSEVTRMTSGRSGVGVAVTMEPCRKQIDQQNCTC
LANA DNA inh: KSHV C-LANA DNA binding inhibition; MBP-C-LANA/FAM-LBS DNA binding, fluorescence polarization; inhibition, % at 9 µM; actives 0.078% (n = 340,000); AID 504423;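 active = highest replicate inhibition at or above 60% at 9 µM, even if other replicates fall short; inactive = all replicates below 60% inhibition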;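 note: 0% = neutral control wells and 100% = 4 µM acridine orange control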
Cardiac RTF inh: cardiac RTF calcium desensitization; P19429+P45379; IANBD-labeled cardiac RTF, Ca2+ fluorescence; inhibition, % at 7.15 µM; actives 0.12% (n = 340,000); AID 493244;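 active = inhibition above the mean inhibition of all tested compounds plus 3 SD, cut at about 17% in these data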;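 note: assay run at fixed EC70 calcium of 1.6 mM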
Active calls of the source: *; / = no result given.

| structure | DAGLB inhibitor | PvdQ inh | Keap1-Nrf2 PPI | Cardiac RTF inh | LANA DNA inh | NSD2 inh | SR-BI DiI-HDL act | PKA-R2B activ | Arr AP2 block | SR-BI HDL uptake |
| --- | --- | --- | --- | --- | --- | --- | --- | --- | --- | --- |
| O=C(COC(=O)CCc1nc2ccccc2c(=O)[nH]1)Nc1ccc(OC(F)(F)F)cc1 | 1 | -17 | 2 | -2 | 0.2 | -8 | -10 | 4 | -14 | 10 |
| COc1cc(NC(=S)Nc2ccc3c(c2)OCCO3)cc(OC)c1OC | -2 | 10 | -4 | -6 | 1.8 | 1 | -1 | 3 | -1 | 1 |
| COc1cc2c(cc1OC)CN(C(=O)c1ccc(OC)c(S(=O)(=O)N3CCCC3)c1)CC2 | 3 | -2 | -3 | -4 | 0.4 | 0 | 4 | -5 | -3 | -4 |
| Cc1[nH]c2ccccc2c1C(=O)C(=O)N1c2ccccc2CC1C (centres undefined) | -2 | -12 | 2 | -3 | 1.3 | 5 | -5 | 0 | -10 | 5 |
| CCOC(=O)SC1=N/C(=C\c2ccc(N(C)C)cc2)C(=O)S1 | 6 | -3 | -12 | -7 | -4.5 | 14 | -2 | 4 | 8 | 2 |
| Cc1cc(NC(=O)CCC(=O)N(CC(=O)NC2CCCC2)Cc2ccco2)no1 | -3 | -12 | -3 | 3 | -1.4 | 19 | 5 | -4 | -2 | -5 |
| O=C(O)C(Cc1ccccc1)N1C(=O)/C(=C/c2ccccc2)SC1=S (centres undefined) | 8 | 4 | 1 | -7 | -0.8 | 36 | 11 | -5 | 32 | -11 |
| Cc1ccccc1-n1c(Cc2cccs2)n[nH]c1=S | 0 | 5 | -1 | -1 | 0.9 | -1 | 14 | -13 | -20 | -14 |
| N#Cc1cccc(NC(=O)CNc2cccc(S(=O)(=O)N3CCCC3)c2)c1 | 0 | -15 | -3 | -17 | 0.1 | -4 | 16 | 6 | -4 | -16 |
| O=C(COc1ccc(S(=O)(=O)N2CCCCC2)cc1)N1CCCCCC1 | 0 | 10 | 0 | 3 | -2.5 | -4 | 3 | -9 | 8 | -3 |
| CC(C)(C)OC(=O)CC[C@@H](C(=O)N1CCN(C(=O)OC(C)(C)C)CC1)n1cc(C(CO)NC(=O)OC(C)(C)C)nn1 (some centres undefined) | -2 | -5 | -6 | 6 | 0.6 | / | -2 | -10 | 7 | 2 |
| N/C(=N\OC(=O)COc1ccc(Cl)cc1Cl)c1ccccn1 | -2 | 8 | 0 | -4 | 1.0 | -6 | 3 | -5 | 11 | -3 |
| COc1cccc(/C=C2\N=C(SC)SC2=O)c1OC | -1 | -16 | 0 | -4 | 0.7 | 99* | -1 | -2 | 2 | 1 |
| Cc1ccc(C2(C)NC(=O)N(CC(=O)Nc3ccc(-c4nc5ccc(C)cc5s4)cc3)C2=O)cc1 (centres undefined) | -2 | -17 | -8 | 1 | -1.4 | / | -48 | -9 | -2 | 48 |
| O=C(O)c1ccc(S(=O)(=O)NCc2cccnc2)cc1 | -6 | -16 | -3 | -10 | -0.6 | -2 | 20 | 7 | -15 | -20 |
| O=C(COC(=O)c1cc[n+]([O-])cc1)Nc1ccc2c(c1)OCCO2 | 0 | -1 | 0 | -1 | 1.4 | -2 | 3 | 5 | 13 | -3 |
| COc1ccc(C(=O)NCCOc2cccc(OC)c2)cc1 | -2 | -13 | -6 | 4 | -1.6 | -1 | -1 | -4 | -6 | 1 |
| Cc1ccccc1OCC(=O)NCCC1=CCCCC1 | -10 | -9 | -1 | -13 | -0.8 | -1 | -1 | 1 | 24 | 1 |
| CC(C)c1ccc(NC(=S)NN2C(C)CCCC2C)cc1 (centres undefined) | / | -3 | 4 | / | 1.3 | -5 | 19 | / | 44 | -19 |
| COc1ccc(NC(C)=O)cc1S(=O)(=O)N1CCn2cccc2C1C (centres undefined) | -1 | 4 | -10 | -1 | 0.0 | 3 | 27 | 5 | -2 | -27 |
| O=C(Nc1cccc(NC(=O)c2cccc([N+](=O)[O-])c2)n1)c1cccc([N+](=O)[O-])c1 | 1 | -13 | -4 | -8 | -0.8 | 2 | -70 | 5 | -1 | 70 |
| O=C(NCCN1CCOCC1)/C(=C\c1ccccc1Cl)NC(=O)c1ccccc1 | -1 | 9 | 0 | -3 | 1.3 | 19 | 19 | -13 | 4 | -19 |
| CCCCCCSc1ccc([C@H]2N[C@@](C)(C(=O)OC)[C@H]3C(=O)N(C)C(=O)[C@@H]23)cc1 | -9 | 3 | -2 | 0 | 0.9 | / | -24 | -15 | -1 | 24 |
| COCCCn1cnc2oc3nc4ccccc4nc3c2c1=O | 1 | -10 | -1 | -20 | -0.9 | 0 | -1 | 7 | -2 | 1 |
| COC(=O)C1=CN(c2cc(C)cc(C)c2)C=C(C(=O)OC)C1c1cccc(F)c1 | -1 | -10 | 1 | -8 | -0.4 | -1 | 0 | -15 | -14 | 0 |
| Cc1ccc(OC(=O)N2CCOCC2)cc1 | 2 | -10 | 1 | -5 | -1.1 | 9 | 25 | 1 | 15 | -25 |
| CCCCC(=O)Nc1ccc(C(=O)N(CC)c2ccccc2C)cc1 | -1 | -7 | -3 | -10 | -0.6 | 0 | 2 | -4 | 4 | -2 |
| COc1ccc([C@H]2[C@@H]3C=CCC[C@@]3(C)C(=O)N2Cc2ccccc2)cc1Cl | -5 | -18 | -3 | -8 | 0.6 | / | -13 | -2 | -2 | 13 |
| COc1ccccc1NC(=O)NCc1ccco1 | -2 | 15 | 4 | -2 | 1.7 | -1 | 35 | -9 | 2 | -35 |
| COc1ccc(C(=O)NN/C(C)=C/C(=O)c2ccccc2)cc1 | -3 | -15 | -8 | 1 | -1.0 | 1 | -17 | -3 | 8 | 17 |
| C(=N\Nc1nc(N2CCCCC2)nc(N2CCCCC2)n1)/c1c[nH]c2ccccc12 | 1 | -5 | -2 | -2 | -0.3 | 1 | -64 | -6 | -4 | 64 |
| COc1nc(-c2ccccc2Cl)ccc1C#N | -5 | 4 | -1 | -4 | 0.9 | 2 | -38 | 2 | 15 | 38 |
| CCN(CC)CCCNC(=O)CCn1nc(-c2ccc(Cl)cc2)ccc1=O | -2 | -15 | -1 | -14 | -1.6 | 25 | -8 | 5 | 2 | 8 |
| COC(=O)[C@H](CC(C)C)NC(=O)Nc1ccccc1F | -4 | -10 | -2 | 0 | 17 | 19 | -3 | -2 | 1 | 3 |
| COc1ccc2c(C)cc(Sc3nnnn3-c3ccccc3)nc2c1 | -3 | -8 | -3 | -9 | -0.9 | -5 | -8 | -9 | 5 | 8 |
| CC(=O)N1CCN(c2ccc(NCc3ccc(-c4cccc(Cl)c4)o3)cc2)CC1 | 9 | -11 | -1 | -10 | 0.8 | / | -28 | -1 | -1 | 28 |
| O=C(CCNS(=O)(=O)c1ccccc1C(F)(F)F)NCCCSc1ccccc1 | 0 | -9 | 0 | -6 | -0.3 | 0 | 4 | 2 | 36 | -4 |
| COc1ccc(N2C(=O)NC(NS(=O)(=O)c3ccc(Cl)cc3)(C(F)(F)F)C2=O)cc1 (centres undefined) | 1 | -13 | -1 | -2 | 1.6 | 1 | 15 | -8 | -2 | -15 |
| Cc1cccc(OCC(=O)NNC(=O)c2cc3ccccc3oc2=O)c1 | 0 | 5 | 0 | 1 | 0.4 | -1 | 17 | 7 | 29 | -17 |
| O=C(CNC(=O)c1ccc(Cl)cc1)OCC(=O)c1ccccc1 | 1 | -9 | -2 | -4 | 2.1 | -2 | 4 | 5 | 8 | -4 |
| O=C(Cc1ccc(Cl)cc1)Nc1ccc2oc(-c3ccncc3)nc2c1 | 3 | -17 | 2 | -7 | 0.3 | 0 | -51 | 0 | 2 | 51 |
| CCc1nc2sccc2c(=O)[nH]1 | 1 | -5 | 5 | 7 | -0.1 | 3 | 23 | -1 | 2 | -23 |
| O=C(Nc1ccc(Cl)cc1)c1ccncc1 | 4 | -8 | 5 | 0 | -1.2 | 1 | 7 | -2 | 7 | -7 |
| CCN(Cc1cc2cc(OC)ccc2[nH]c1=O)C(=O)Cc1ccc(OC)cc1 | 1 | -7 | -6 | 2 | 1.7 | 0 | 17 | -1 | 26 | -17 |
| CCOC(=O)N1CCC(NC(=O)c2ccc(Cl)cc2)CC1 | -1 | 0 | 1 | -3 | 1.6 | -3 | 5 | 8 | 12 | -5 |
| COc1ccc(COc2ccc3c(C)cc(=O)oc3c2)cc1 | -7 | 5 | 7 | -6 | / | 21 | -29 | -8 | 7 | 29 |
| CCOC(=O)C(C)Sc1nnc(NC(=O)c2cccc([N+](=O)[O-])c2C)s1 (centres undefined) | 2 | -13 | 0 | -13 | -0.6 | -2 | 20 | -9 | -7 | -20 |
| CC(C)NS(=O)(=O)c1ccc(CCC(=O)NCc2ccc3c(c2)OCO3)cc1 | -3 | 7 | 1 | -9 | 2.2 | / | 8 | -7 | 22 | -8 |
| COc1ccc(N2CCN(C(=O)CCNC(=O)Cn3ccc4ccccc4c3=O)CC2)cc1 | -2 | -3 | 4 | 8 | 0.5 | / | 3 | 3 | -2 | -3 |
| C=CCn1nc(-c2ccccc2)c2c(C)onc2c1=O | 0 | 1 | 1 | 2 | -1.9 | -6 | 11 | -5 | 36 | -11 |

The results go on.
| structure | DAGLB inhibitor | PvdQ inh | Keap1-Nrf2 PPI | Cardiac RTF inh | LANA DNA inh | NSD2 inh | SR-BI DiI-HDL act | PKA-R2B activ | Arr AP2 block | SR-BI HDL uptake |
| --- | --- | --- | --- | --- | --- | --- | --- | --- | --- | --- |
| Cc1cc(NC(=O)CCC(=O)N(Cc2ccco2)C2(C(=O)NC3CCCCC3)CCCCC2)no1 | 0 | -1 | 1 | 4 | -1.4 | -4 | 8 | 10 | -5 | -8 |
| CN(CC(=O)NCc1cccnc1)S(=O)(=O)c1cc(Cl)ccc1Cl | 2 | -12 | -7 | -10 | -0.4 | 0 | 6 | -18 | -6 | -6 |
| O=C(OCC(=O)N1CCOCC1)c1ccccc1OCc1ccccc1Cl | 0 | 5 | 1 | 2 | 3.2 | -3 | -54 | -2 | 0 | 54 |
| Cc1c(NC(=O)C(C)C)cccc1-c1nc2ncccc2o1 | -1 | -11 | -3 | -2 | -0.1 | -1 | 13 | 7 | 6 | -13 |
| O=C1NC[C@@H](Cc2ccc(O)cc2)N(CC2CCCCC2)C1=O | 1 | -10 | -4 | -3 | 0.2 | / | 12 | 1 | 8 | -12 |
| Cc1cc(Cl)cc(Cl)c1OCCN1CCCC1 | -6 | 10 | -4 | -4 | 1.0 | -2 | 17 | -3 | 11 | -17 |
| Cn1c(SCC(=O)N2CCOCC2)nnc1-c1cnccn1 | 0 | -8 | 1 | -11 | -0.9 | 0 | -22 | 5 | 5 | 22 |

2 compounds from above, showing only LANA DNA inh:
smiles,LANA DNA inh
CN(CC(=O)NCc1cccnc1)S(=O)(=O)c1cc(Cl)ccc1Cl,-0.4
O=C(OCC(=O)N1CCOCC1)c1ccccc1OCc1ccccc1Cl,3.2
